Screening results: PubChem, The Scripps Research Institute Molecular Screening Center
CHO-K1 Ca antag: nonselective inhibitor or artifact in parental CHO-K1 cells; ATP-induced calcium, Fluo-8 fluorescence; inhibition, % at 3 µM; 0.6% of 360,000 active; AID 602250;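 active = inhibition above a per-plate cutoff, the plate's mean sample inhibition plus 3 SD, cut at about 24% in these data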;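 also: 0% = DMSO plus EC80 ATP and 100% = DMSO alone without ATP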
OXTR potentiator: human OXTR potentiators, primary screen, fluorescence, CHO-OTR cells, Fluo-8 calcium | Oxytocin receptor (Homo sapiens), P30559 | Fluo-8 calcium fluorescence, potentiator mode; 0% = oxytocin EC15, 100% = EC100 | 0.061% of 320,000 active | activation, % at 3 µM;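 active = activation above that plate's cutoff, the mean activation of tested compounds plus 3 SD, cut at about 6.6% in these data, passing the limit was not always enough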;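 also: 100% uses oxytocin at 75 nM as the full agonist control; some results filed as inactive read as strong as hits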
Target sequence (P30559 whole entry, looked up): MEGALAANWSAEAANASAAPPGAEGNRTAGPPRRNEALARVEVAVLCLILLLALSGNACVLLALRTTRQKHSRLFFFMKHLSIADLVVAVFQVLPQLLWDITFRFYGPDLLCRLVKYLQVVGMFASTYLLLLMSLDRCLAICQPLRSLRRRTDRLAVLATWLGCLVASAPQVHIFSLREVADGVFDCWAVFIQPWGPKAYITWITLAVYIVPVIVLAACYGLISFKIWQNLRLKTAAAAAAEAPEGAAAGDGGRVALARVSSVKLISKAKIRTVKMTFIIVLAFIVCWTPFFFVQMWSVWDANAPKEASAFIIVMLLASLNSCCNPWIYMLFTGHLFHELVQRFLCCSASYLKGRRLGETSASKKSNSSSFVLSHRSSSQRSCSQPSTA
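assay system = CHO-OTR cells, human receptor | schedule = compound 6 min at room temperature before oxytocin, 100 s read | detection = Fluo-8 intracellular calcium fluorescence, ex 470-495, em 515-575 nm | evaluation = normalized max/min fluorescence ratio, % activation | control set = EC15 oxytocin alone as 0%, 75 nM oxytocin (EC100) as 100%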
M1 ag: human M1 muscarinic receptor agonists, primary screen, Fluo-8 calcium fluorescence, CHO-K1 cells, HTS. activation, % at 3 µM. AID 588814, 2011. 0.33% of 360,000 active. CHO-K1 hM1, agonist mode; 0% DMSO, 100% acetylcholine EC100;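 active = activation above the run's mean compound activation plus 3 SD, cut at about 16% in these data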;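 also: peak over basal fluorescence ratio within a 140 s kinetic read after compound addition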
M1 PAM parental: nonselective calcium activators in parental CHO-K1 cells, primary screen, counter-screen for M1 PAM project, cell-based, Fluo-8 calcium fluorescence, full deck, 1536-well. ATP EC20; 0% at ATP EC20, 100% at ATP max. activation, % at 3 µM. 0.02% of 360,000 active. AID 602247, 2012;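 active = activation above the run cutoff, the mean activation of all test compounds plus 3 SD, cut at about 40% in these data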;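 also: peak over basal fluorescence ratio in a 140 s read after ATP addition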
TAAR1 antagonist: human TAAR1 antagonists, primary screen, Fluo-8 calcium fluorescence, CHO RD-HGA16 cells; Trace amine-associated receptor 1 (Homo sapiens), Q96RJ0; antagonist; AID 624466, 2012; 1.5% of 360,000 active; inhibition, % at 3 µM;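 active = inhibition above a per-plate cutoff, the mean inhibition of test compounds on that plate plus 3 SD, cut at about 49% in these data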;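 also: 0% = DMSO plus EC80 beta-PEA response and 100% = DMSO alone without agonist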
Target sequence (Q96RJ0 whole entry, looked up): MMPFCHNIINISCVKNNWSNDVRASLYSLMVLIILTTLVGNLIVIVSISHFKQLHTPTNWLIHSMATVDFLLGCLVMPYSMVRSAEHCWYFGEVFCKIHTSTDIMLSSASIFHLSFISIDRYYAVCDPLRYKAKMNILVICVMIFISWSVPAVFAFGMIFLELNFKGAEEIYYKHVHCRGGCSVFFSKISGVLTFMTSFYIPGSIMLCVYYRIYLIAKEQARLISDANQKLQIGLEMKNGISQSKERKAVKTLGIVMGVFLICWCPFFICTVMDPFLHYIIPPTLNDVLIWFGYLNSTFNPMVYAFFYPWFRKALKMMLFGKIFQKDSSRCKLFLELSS
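Test system: hTAAR1-expressing CHO RD-HGA16 cells, Gα16-coupled; Probe or stimulus: EC80 β-phenethylamine stimulus; Compound dosing: single nominal final test compound concentration of 3 µM; Timing: 140 s kinetic read after compound, 140 s after agonist; Signal: Fluo-8 calcium-sensitive fluorescence; Measure: % inhibition of agonist calcium response; Controls: DMSO and EC80 PEA controls.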
TAAR1 agonist: human TAAR1 agonists, primary screen, Fluo-8 calcium fluorescence, CHO RD-HGA16 cells; Trace amine-associated receptor 1 (Homo sapiens), Q96RJ0; vehicle wells 0%, saturating PEA agonist 100%; activation, % at 3 µM; 0.99% of 360,000 active; AID 624467, 2012;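 active = activation above the mean activation of all test compounds in the run plus 3 SD, cut at about 38% in these data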
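Test system: RD-HGA16 (CHO) cells co-expressing Gα16 and hTAAR1 | Doses: Single dose, 3 µM | Schedule: 17-24 h seeding, 75 min 37 °C dye, 30 min RT | Evaluation: % activation from peak over basal fluorescence ratio, DMSO-to-PEA scaled | Technique: Kinetic Fluo-8 calcium fluorescence | Benchmarks: Low control DMSO, high control PEA (EC100)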
CHO parental Ca: ATP-evoked calcium signal inhibitors, parental CHO, primary screen, counter-screen for OX1R antagonist project, cell-based, fluorescence, Fluo-8 calcium dye; parental CHO-K1, ATP-induced calcium, Fluo-8 fluorescence; inhibition, % at 5.6 µM; 0.63% of 330,000 active; AID 463079, 2010;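 active = inhibition above that plate's mean sample inhibition plus 3 SD, cut at about 26% in these data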;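 also: 0% = ATP-challenged DMSO wells and 100% = DMSO wells without ATP; some compounds past the cut are filed as inactive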
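Material – parental CHO cells · Reagent – ATP stimulus · Compound – single nominal dose of 5.6 µM per compound · Detection – Fluo-8 fluorescence · Read-out basis – percent inhibition of calcium signal · Controls – ATP-challenged DMSO wells low, unchallenged DMSO wells high · Repeats – no replicates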
V1R ag counter: agonists of human V1a receptor, primary screen, counter-screen for OXTR agonist project, fluorescence, CHO-V1R cells; activation, % at 3 µM; AID 2797, 2010; Vasopressin V1a receptor (Homo sapiens), P37288; Fluo-8 calcium fluorescence, agonist mode; 0% DMSO, 100% 3 nM vasopressin; 0.25% of 320,000 active;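 active = activation above the mean activation of all tested compounds plus 3 SD, per screening run, cut at about 20% in these data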;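 also: signal is peak over basal fluorescence ratio across a 100 second FLIPR read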
CHO-K1 Ca ag: counter-screen for M1 agonists: effect in parental CHO-K1 cells; activation, % at 3 µM; 0.48% of 360,000 active; Fluo-8 calcium fluorescence; scaled to maximal ATP response, vehicle zero; in the data active = activation above about 15%;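 also: untransfected CHO-K1 host cells lacking M1 receptor as counterscreen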
* = called active by the depositor; . = no result given.

SMILES	CHO-K1 Ca antag	OXTR potentiator	M1 ag	M1 PAM parental	TAAR1 antagonist	TAAR1 agonist	CHO parental Ca	V1R ag counter	CHO-K1 Ca ag
Oc1ccccc1N1CCN(C(=S)NCc2ccccc2)CC1	-6	-17	0	-8	3	5	5	2.3	2.5
Cc1ccc(NC(=O)CN2CCC(NC(=O)c3cccc(F)c3)CC2)cc1C	-15	.	-6	18	-18	-3	.	.	0.7
CCCCCCC(=O)Oc1ccc(N2C(=O)CCC2=O)cc1	2	1	-10	2	4	3	-1	0.6	0.1
COC(=O)C1=C(C)N(Cc2ccccc2)C(=NCCCCO)N[C@H]1c1cccc(C(F)(F)F)c1	-7	-7	0	18	-6	9	2	1.6	1.9
Cc1ccc(S(=O)(=O)NC(=O)NCCCN2CCOCC2)cc1	-17	-2	-3	20	-3	-1	-6	0.8	0.8
CC(=O)NCC(c1cccs1)S(=O)(=O)c1ccc(F)cc1 (configuration not stated)	-15	-6	-2	6	-19	2	-1	1.4	1.1
Cc1c(NC(=O)CSc2nnc3c4ccccc4n(CCc4ccccc4)c3n2)c(=O)n(-c2ccccc2)n1C	-12	-8	-5	2	-7	7	-25	0.1	1.0
N=c1c2c(n(Cc3ccc(Cl)cc3)c3c1CCC3)CCC2	-6	5	-7	16	-18	13	-1	-0.6	0.3
CCCCN1CC(=O)N2[C@H]3c4ccccc4OC[C@@H]3[C@H](c3ccccc3)[C@]2(C)C1=O	-10	6	-3	11	4	6	-27	-0.5	0.4
O=C(c1cc(-c2ccco2)on1)N1CCc2ccccc2C1	-45	-2	3	17	2	9	-5	-0.4	0.3
O=C(c1ccc(Cl)c(F)c1F)N1CCOCC1	-11	0	-5	26	8	0	-1	-0.2	1.1
CC(C)(C)c1ccc(C(=O)NCC(=O)NCc2ccccn2)cc1	-8	-4	-1	2	5	-2	-4	0.4	0.6
O=C(CCCN=C1NS(=O)(=O)c2ccccc21)OCC(=O)N1CCc2ccccc21	-17	-9	4	23	9	0	-13	2.7	1.5
CN(C)c1nc(N)nc(Cn2ccnc2)n1	-15	-1	-4	4	-8	5	-7	0.4	0.7
COc1ccc(C(C)NC(=S)NCc2ccc(F)cc2)cc1OC (configuration not stated)	9	-1	-2	-1	-11	6	-9	4.9	3.1
COc1ccccc1CN(Cc1nc2ccccc2c(=O)[nH]1)S(=O)(=O)c1ccc2ccccc2c1	-2	-16	-7	-11	70*	7	-32	1.8	1.8
COc1ccc(NC(=O)c2sc3nc(N4CCCC4)c4c(c3c2N)CC(C)(C)OC4)c(OC)c1	-4	0	-3	21	-14	-3	-10	0.1	0.1
CCn1nc(NS(=O)(=O)c2ccc([N+](=O)[O-])cc2)c2cc3cccc(C)c3nc21	4	-9	-2	2	-7	-1	-5	3.1	2.4
Cc1ccc(S(=O)(=O)N2CCCC2C(=O)Nc2cc(C)on2)cc1 (configuration not stated)	-16	-14	-1	-1	-24	3	-2	-0.1	0.1
CC1CCN(C(=O)c2ccc(NS(=O)(=O)c3ccccc3)cc2)CC1	11	-7	1	-13	11	7	5	2.3	0.4
CN1CC(=O)N(CC(=O)Nc2ccc(Br)cc2F)C1=O	-18	-14	-3	-7	-20	7	4	0.6	0.3
CC(C)c1nnc(NC(=O)CCc2ccccc2)s1	-14	0	-10	9	-4	-2	-16	-1.0	0.6
COc1cc(C(=O)Nc2ccc(C)cc2)c2ccccc2n1	-14	-16	-8	9	2	1	-11	-0.7	-0.1
Cc1ccc(CN2C(=O)C(=O)c3cc(C)ccc32)cc1	-8	3	-2	4	33	5	-11	-0.7	1.7
COc1cc(C(c2c(C)[nH][nH]c2=O)c2c(C)[nH][nH]c2=O)ccc1OC(=O)c1cccc([N+](=O)[O-])c1	3	0	1	13	-17	1	-6	0.9	-0.1
COc1ccc(OC)c(S(=O)(=O)N/N=C\c2c[nH]c3ccccc23)c1	10	.	0	-13	16	8	.	.	1.9
CC(C)N1C(=O)CCC1C(=O)N1CCN(c2ccccn2)CC1 (configuration not stated)	1	-1	-2	-1	-4	1	12	0.1	-0.3
CC(C)=NOCC(=O)Nn1c(COc2c(C)cccc2C)nc2ccccc2c1=O	-7	-10	-2	4	6	4	-13	1.0	2.9
O=C(COc1ccc(Br)cc1)N/N=C1/SCC(=O)N1Cc1ccco1	0	-1	-2	8	-18	0	-8	1.0	0.1
CC1(C)CC(=O)C(C(C2=C(O)CC(C)(C)CC2=O)c2ccc([N+](=O)[O-])cc2)C(=O)C1 (configuration not stated)	0	-3	-6	13	16	3	-19	1.8	0.9
CCn1c(=O)cc(OCC(=O)Nc2ccccc2N2CCN(C)CC2)c2ccccc21	-5	0	-13	-4	-16	0	-19	1.4	-0.1
COCCCN(C(=O)C1=COCCO1)c1c(N)n(Cc2ccccc2)c(=O)[nH]c1=O	-13	.	-4	5	-14	2	.	.	0.1
COc1cccc(C=Nc2ccc(C)c(F)c2)c1O	-8	1	-4	30	-11	1	-2	0.0	1.0
Cc1cc(N2CCCC2)nc2ccc(NC(=S)NCCCN3CCC(C)CC3)cc12	9	-1	-10	-7	0	16	-4	0.9	0.0
Cc1ccc(C(=O)C(NC(=O)c2ccco2)N2CCOCC2)cc1 (configuration not stated)	-21	0	-2	24	-10	11	-12	0.7	1.5
Cc1ccc(S(=O)(=O)N2C[C@H]3[C@H]4C(=O)N(C5CCCCC5)C(=O)[C@H]4CC(=O)[C@H]3[C@@H]2c2cccc3ccccc23)cc1	20	.	-3	8	-5	3	.	.	8.0
CCCc1sc(C(=O)Nc2nnc(C3CC3)s2)cc1CC	-2	.	1	14	-2	1	.	.	1.4
COCCN(C(=O)c1snc(C(N)=O)c1N)C(C(=O)NC1CCCCC1)c1ccc(N(C)C)cc1 (configuration not stated)	-2	5	6	-14	13	2	-8	1.2	1.3
O=C(NCc1ccco1)c1ccc(OC2CCN(Cc3ccccn3)CC2)cc1	-12	.	-8	1	-3	0	.	.	0.6
CC(=O)Oc1ccc(Cl)cc1/C=C/c1cc(OC(C)=O)c2ccccc2n1	.	-7	.	.	13	3	-11	1.9	.
CSc1ccc(C(=O)N2CCC(CCC(=O)NCc3ccc(F)cc3)CC2)cc1	-11	.	-4	9	-6	0	.	.	3.0
CN(c1ccccc1)S(=O)(=O)c1cccc(C(=O)N2CCCCCC2)c1	13	.	-2	-21	-18	3	.	.	0.1
COc1ccccc1NC(=O)NCc1ccc(C)n1C	3	-7	0	11	-6	-1	-1	1.2	0.3
CCOc1cccc(Oc2ccc(C(F)(F)F)cn2)c1	-21	-6	8	8	-1	-1	2	0.3	0.5
Cc1nc2c(C(=O)NCCC3=CCCCC3)c[nH]n2c(=O)c1Cl	-3	-4	-4	12	-8	32	-4	-0.3	0.8
Cc1c(C)n2c(SCC(=O)N3CCCC3)nnc2[nH]c1=O	0	-1	0	0	-9	0	2	0.5	-0.1
Cc1cc(=O)oc2c(CN3CCC(C)CC3)c(O)c(Cl)cc12	-6	-6	-2	14	6	1	14	-0.1	1.6
O=C(COC(=O)C12CC3CC(CC(Cl)(C3)C1)C2)Nc1ccc2[nH]c(=O)[nH]c2c1	-6	-3	5	7	-3	7	-11	1.0	0.5
Cc1ccc(NC(=O)c2sc3ncn(CC(=O)N4CCOCC4)c(=O)c3c2C)c(Br)c1	-4	-4	-1	-4	-17	1	10	0.5	0.6
COc1ccc(CCNC(=O)c2ccc(Cl)c(S(=O)(=O)N(C)c3ccccc3)c2)cc1	-2	-8	-1	1	57*	12	-2	5.5	9.3
CCOC(=O)/C(C#N)=C/c1ccc(OCC(=O)Nc2cc(C)ccc2C)c(OC)c1	19	-3	0	-8	-7	6	-17	-0.5	0.4
N#C/C(=C1/C(=O)Nc2ccc(Br)cc21)c1ccccn1	-7	-7	-7	18	-13	6	-7	-0.4	3.0
COc1ccc(OC)c(C(=O)COC(=O)c2c(OC)cccc2OC)c1	-3	-5	8	11	1	5	-14	-0.4	0.8
Cc1cc(C)c(NC(=O)CSCc2nc3sc(C)c(C)c3c(=O)[nH]2)c(Cl)c1	6	-7	-8	-20	-1	1	-29	0.1	-0.3
Cc1ccc(S(=O)(=O)NNC(=S)Nc2ccc(Cl)cc2)cc1	16	-14	-1	-27	9	9	-2	2.8	1.8
COc1ccc(S(=O)(=O)/C(C#N)=C/Nc2cccc(OC)c2)cc1	-11	-17	0	5	23	2	-14	3.9	1.2
Cc1cc(=O)oc2cc(NC(=O)C(C)Oc3ccc(F)cc3)ccc12 (configuration not stated)	-5	-8	-3	-8	0	5	7	1.6	1.3
Cc1[nH]c2ccc(F)cc2c1CCN(Cc1cccnc1)C(=S)Nc1ccc(F)cc1	-2	-14	-5	-7	26	3	-13	-0.2	1.3
CN(C)CCNc1cc(-c2ccncc2)nc2ccccc12	-10	-11	-12	-1	0	0	-8	0.1	-0.4
O=C1CC(c2ccccc2)c2ccc(O)cc2O1 (configuration not stated)	6	0	-2	6	12	5	0	1.4	0.7
Continuation.
SMILES	CHO-K1 Ca antag	OXTR potentiator	M1 ag	M1 PAM parental	TAAR1 antagonist	TAAR1 agonist	CHO parental Ca	V1R ag counter	CHO-K1 Ca ag
O=C(COc1ccccc1)Nc1nc2c(s1)CCCC2	-12	-8	-8	12	4	0	-8	0.1	0.7
O=C(O)c1ccc(S(=O)(=O)N(Cc2ccccc2)C2CCCCC2)cc1	-13	-1	-7	-22	-6	1	0	-0.2	0.6
Cc1ccc(-c2nc(-c3ccncc3)no2)cc1Cl	2	-5	-1	-7	21	0	3	1.8	-0.2
Cc1ccccc1CSCC(=O)Nc1ccccc1Br	3	3	-4	-10	10	3	-20	-1.1	-0.2
